RAD54 branch: blocks human RAD54 Holliday junction branch migration | FAM/BHQ fluorescence | inhibition, % at 10.4 µM | 360,000 tested, 0.14% active;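 active means mean normalized replicate activity at least 40 and at least half of replicates scoring 40 or more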;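 further: 0% = median of neutral control wells and 100% = median of positive control wells; inhibitors cause a drop in the FAM fluorescence signal; in these data hits start at about 50%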
Target sequence (Q92698 whole entry, looked up): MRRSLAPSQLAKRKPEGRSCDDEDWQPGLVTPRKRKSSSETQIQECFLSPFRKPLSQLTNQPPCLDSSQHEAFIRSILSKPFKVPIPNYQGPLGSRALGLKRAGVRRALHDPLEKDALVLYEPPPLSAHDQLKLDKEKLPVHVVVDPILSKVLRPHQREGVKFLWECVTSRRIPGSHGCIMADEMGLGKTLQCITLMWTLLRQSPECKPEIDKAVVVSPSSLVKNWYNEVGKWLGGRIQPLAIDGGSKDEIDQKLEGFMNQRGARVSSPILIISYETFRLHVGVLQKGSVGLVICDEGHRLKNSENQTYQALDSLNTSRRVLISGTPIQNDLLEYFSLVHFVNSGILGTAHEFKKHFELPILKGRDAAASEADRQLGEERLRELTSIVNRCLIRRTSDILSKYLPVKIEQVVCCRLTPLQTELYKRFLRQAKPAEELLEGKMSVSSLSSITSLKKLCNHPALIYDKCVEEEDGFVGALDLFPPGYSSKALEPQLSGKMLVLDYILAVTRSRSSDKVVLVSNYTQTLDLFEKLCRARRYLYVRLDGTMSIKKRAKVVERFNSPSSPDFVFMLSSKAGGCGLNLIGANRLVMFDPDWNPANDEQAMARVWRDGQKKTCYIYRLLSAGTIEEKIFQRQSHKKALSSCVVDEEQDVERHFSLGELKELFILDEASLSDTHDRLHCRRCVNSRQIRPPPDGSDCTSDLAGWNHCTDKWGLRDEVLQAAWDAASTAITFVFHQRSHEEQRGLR
The depositor's hits bear a star.

SMILES | RAD54 branch
Nc1c(Br)cc(Br)c(N2CCCC2=O)c1Br | 1
O=C(NC1CCCCC1)C(c1cccs1)N(C(=O)Cc1c[nH]c2ccccc12)c1ccc(F)cc1 (configuration not stated) | 5
CCN(CC)S(=O)(=O)c1ccc(N2CCN(S(=O)(=O)c3ccc4c(c3)OCCO4)CC2)nc1 | 2
Cc1noc(C)c1S(=O)(=O)N1CCC(C(=O)N2CCN(C(=O)c3ccco3)CC2)CC1 | -9
CCCS(=O)(=O)c1c(S(=O)(=O)CCC)c2c(N)cccn2c1C(=O)c1ccc(F)cc1 | 3
COc1ccc(-c2cn3c(C)c(C(=O)N4CCc5ccccc5C4)sc3n2)cc1 | 1
COCc1nnc(NC(=O)c2ccco2)s1 | -15
O=C(Cc1ccccc1)N/N=C/C=C/c1cccc([N+](=O)[O-])c1 | -1
c1cnc2c(C3NCCc4c3[nH]c3ccccc43)cccc2c1 (configuration not stated) | 15
CC(NC(=O)c1ccccc1NC(=O)c1ccco1)C(=O)O (configuration not stated) | -20
CCOC(=O)CC(=O)CSc1[nH]c(=O)cc(C)c1C#N | -8
O=C(O)c1ccc(-c2ccccc2Cl)o1 | -11
CN(C(=O)CSc1nc2ccccc2n1CCc1ccccc1)C1CCS(=O)(=O)C1 (configuration not stated) | 4
COc1ccccc1-c1nnc(SCC(=O)Nc2cc(C)on2)o1 | 6
Cc1ccccc1N(CC(=O)NCc1ccc2c(c1)OCO2)C(=O)CCC(=O)Nc1ccccn1 | -11
Nc1cc(=O)[nH]c(SCC(=O)Nc2cc(Cl)cc(Cl)c2)n1 | 5
CCCn1nnc(NC(=O)COc2ccc(Cl)cc2)n1 | -7
COC(=O)/C(=C\c1ccc([N+](=O)[O-])o1)NC(=O)c1ccccc1 | -4
CCOC(=O)c1c(NC(=O)Cn2nc([N+](=O)[O-])c(Br)c2C)sc2c1CCC(C)C2 (configuration not stated) | -13
OCCN1CCN(c2nc(N3CCCCC3)nc(N3CCCCC3)n2)CC1 | 8
CCn1c2ccccc2c2cc(NC(=O)N3CCOCC3)ccc21 | 4
CCN(CC(=O)NCc1ccc(F)cc1)C(=O)C1CCN(C(=O)Nc2ccccc2)CC1 | -2
CC1CCCC/C1=N\NS(=O)(=O)c1ccc(Br)cc1 (configuration not stated) | 4
COc1ccc(-n2nnnc2-c2cccnc2)cc1 | -6
O=C(Nc1nc(-c2ccc(S(=O)(=O)N3CCCC3)cc2)cs1)c1cccs1 | -5

(list continues)
SMILES | RAD54 branch
COC(=O)C1=CN(C)C=C(C(=O)OC)C1c1ccsc1 | 0
COC(=O)C1C(O)=C(C=NCC(C)N=CC2=C(O)C(C(=O)OC)C(C)(C)CC2=O)C(=O)CC1(C)C (configuration not stated) | -9
COCCn1c(C)cc(C(=O)COC(=O)C23CC4CC(CC(O)(C4)C2)C3)c1C | -19
COC(=O)C1CCN(C(=O)COC(=O)CC(NC(N)=O)c2ccc(Cl)cc2)CC1 (configuration not stated) | 3
N#Cc1c(N)nc2c3c(sc(=N)c2c1N)NC(=O)CC3c1c(F)cccc1Cl (configuration not stated) | -2
COc1cc2[nH]c(=O)n(CCCCCC(=O)NCCc3c[nH]c4ccccc34)c(=O)c2cc1OC | -1
COc1ccc(CCC(C(O)C(F)(F)F)S(=O)c2ccccc2)cc1 (configuration not stated) | 8
COc1ccc(S(=O)(=O)Nc2cccc(SC)c2)cc1OC | -23
Cc1cc(SCC(=O)c2cccs2)nc2c(C)cccc12 | -7
COc1nc(OCC#N)nc(N(C)C)n1 | 1
COc1cccc(C(N)c2nc(-c3csc4ccccc34)cs2)c1 (configuration not stated) | 7
Cn1nnc(NC(=O)c2ccc3ccccc3c2)n1 | 5
CC(C)(C)NC(=O)C1CCN(C(=O)c2ccc(-c3ccccc3)cc2)CC1 | -7
COc1cccc(C2CC(C(F)(F)F)n3ncc(C(=O)NC(C)(C)C)c3N2)c1 (configuration not stated) | -7
CC(Sc1nnc(C(F)(F)F)n1C)C(=O)NC(N)=O (configuration not stated) | -10
CS(=O)(=O)Nc1ccc(C(=O)NCCc2ccccc2)cc1 | -2
Cc1nc2c(Br)c3nc(C(F)(F)F)[nH]c3c(Br)c2[nH]1 | 1
Cc1cc[n+](CC(=O)Nc2cc(C(F)(F)F)ccc2Cl)cc1 | -2
COc1ccc(C)cc1NC(=O)Nn1cnnc1 | -2
Cc1ccc(NC2=Nc3ccccc3CS2)cc1 | 8
OC(c1ccccc1)c1nccn1Cc1ccccc1 (configuration not stated) | 12
O=C(O)c1cccc(Cn2cc(Br)cn2)c1 | 3
Cn1c(CNC(=O)c2ccc(Cl)c(Cl)c2)nnc1SCC(=O)Nc1sc2c(c1C#N)CCCC2 | 6
O=C(Nc1ccc2c(c1)OCCO2)C1CCN(S(=O)(=O)Cc2ccccc2)CC1 | 1
FCCCOc1ccc(-c2nccc(-c3ccc(F)cc3)n2)cc1 | -4

Further structures follow.
SMILES | RAD54 branch
CN1C(=O)NC(NC(=O)c2cccs2)(C(F)(F)F)C1=O (configuration not stated) | -5
O=C1OCCC1Sc1nc2ccccc2n1Cc1ccccc1 (configuration not stated) | 1
O=S(Cc1cc(Oc2ccccc2)nc(-c2ccccc2)n1)c1ccccc1 (configuration not stated) | 10
CC(=O)OC(C(=O)N1CCN(c2ccccc2F)CC1)c1ccccc1 (configuration not stated) | -11
O=C(O)CCSc1nnc(-c2ccc3c(c2)OCO3)o1 | 3
O=c1nc(-c2ccccc2)cn[nH]1 | 0
CC1(C)CC(=O)C=C(NNC(=O)C2CCCCC2)C1 | 2
CC(C)N(C(=O)C(=O)c1cccn1-c1ccccc1C#N)C(C)C | 3
CN(C)CCCNC(=O)c1cc2c3ccccc3n(C)c2s1 | 46
NC(=O)c1ccccc1NC(=O)Nc1cccc(Cl)c1 | 3
Cn1c(=O)c2c(nc(CN3CCN(Cc4ccccc4)CC3)n2CCN2CCOCC2)n(C)c1=O | 2
Cc1cc(NC(=O)CSc2cn(CCNC(=O)c3ccc(F)cc3)c3ccccc23)no1 | 7
O=C(O)CCCC(=O)Nc1nc(-c2ccccc2)cs1 | -7
CCOC(=O)C1=C(C)NC2=C(C(=O)CC(C)(C)C2)C1c1cccc(C)n1 (configuration not stated) | -5
Cc1ccccc1Oc1ccc(-c2nc(N)nc(N)n2)cc1 | 3
O=C(OCC(=O)N1CCN(C(=O)c2ccco2)CC1)c1sc2ccccc2c1Cl | 4
CCN(CC)CCCNC(=O)c1[nH]c(C)c(C(=O)NC2CCCCC2)c1C | 0
CC(=O)c1c(C)[nH]c(C(=O)Nc2ccc(C)c(C)c2)c1C | -6
CCOC(=O)c1c(C2COc3ccccc3O2)csc1NC(=O)c1ccccc1 (configuration not stated) | 4
Cn1c(=O)[nH]c(=O)c2c1nc(N1CCCCCC1)n2CCSc1nc2ccccc2o1 | -9
COc1cc(NC(=O)c2ccco2)c(C(=O)OCC(=O)Nc2ncc(Cl)cc2Cl)cc1OC | -4
O=C(CSc1nnc(NC(=O)C2CCC2)s1)NC1CC1 | -25
ClC(Br)=C(n1cnc2ccccc21)n1cnc2ccccc21 | -6
COc1ccc(-c2nnc(Nc3nc4c(OC)cccc4s3)o2)c(OC)c1 | 6
Cc1nc(NC(=O)COc2ccccc2)sc1C(=O)Nc1ccccc1 | -5

(cont.)
SMILES | RAD54 branch
C/C(=N\N=C(/N)SC1CC(=O)N(c2ccc(Cl)cc2)C1=O)c1cccs1 (configuration not stated) | -2
Cc1ccc(N2CC(C(=O)NCc3cccnc3)CC2=O)cc1 (configuration not stated) | 0
Cc1c(C(=O)NCc2ccc3c(c2)OCO3)oc2ccc(S(=O)(=O)N3CCCC3)cc12 | -4
Cc1cc(C)nc(N2CCC(C(=O)Nc3ccc(Oc4ccccc4)cc3)CC2)n1 | -6
S=c1nccc(-c2cc(Cl)sc2Cl)[nH]1 | -8
COC(=O)CNC(=O)C1CCCN1C(=O)CNC(=O)OC(C)(C)C (configuration not stated) | -8
Cc1ccsc1-c1nc(CSCC(=O)NCCN2CCCC2)c(C)o1 | 3
COc1ccc(N2CCN(C(c3ccccc3OC)c3nnnn3Cc3ccco3)CC2)cc1 (configuration not stated) | 12
O=C1CC(N2CCN(c3ccc(O)cc3)CC2)C(=O)N1Cc1cccs1 (configuration not stated) | -2
CC(C)NC(=O)C1CCCN(S(=O)(=O)c2cccs2)C1 (configuration not stated) | 0
C=CCn1c(COc2ccc(CC)cc2)nnc1SCC(=O)N(C)C1CCS(=O)(=O)C1 (configuration not stated) | -4
O=S(=O)(c1ccc(F)cc1)N1CCC(N2CCCC2)CC1 | 3
COc1ccc(Oc2ncnc3c2oc2ccc(Br)cc23)cc1 | 3
CC1CCN(S(=O)(=O)c2ccc(NC(=O)Cn3nnc(-c4ccccc4)n3)cc2)CC1 | 3
Cc1ccc(NC(=O)CS(=O)CC(=O)Nc2ccc3c(c2)OCO3)cc1Cl (configuration not stated) | -3
CN1CCN(S(=O)(=O)c2ccc(Sc3nc4ccccc4[nH]3)c3nsnc23)CC1 | -7
CCOC(=O)CSc1nnc(-c2ccoc2C)n1-c1ccc(OCC)cc1 | 2
CCOC(=O)c1c(C)n(C)c2ccc(O)c(CN(C)C)c12 | 33
O=C(NCCCc1ccccc1)C1CC(=O)N(c2ccc3c(c2)OCCO3)C1 (configuration not stated) | 2
N#Cc1cc(Oc2ccccc2)c(-n2nnc3ccccc32)cc1C#N | 0
COc1ccccc1-n1c(C)cc(SC)c(C(C)=O)c1=S | -10
COc1cccc(NC(=O)c2cnsn2)c1 | 9
O=C(Nc1cccc(C(F)(F)F)c1)c1cccnc1N1CCN(c2ccccc2)CC1 | 0
C=C(C)COc1ccc(-c2nc(N)ncc2Oc2ccccc2OC)c(O)c1 | -2
COCc1n[nH]c(=S)n1-c1ccccc1 | -3

(more compounds)
SMILES | RAD54 branch
CCOC12NC(=O)CC(=O)N1C(c1ccccc1)=CS2 (configuration not stated) | -3
CC1=C(C)CC(C(=O)NNC(=O)c2ccccc2)C(C(=O)O)C1 (configuration not stated) | 2
Cc1ccc(SCc2nc3ccccc3n2CC(=O)Nc2ccccc2)cc1 | -22
COc1ccccc1C(=O)Nc1ccc(S(=O)(=O)Nc2cc(C)nc(C)n2)cc1 | -19
Cc1ccc2cccnc2c1NC(=S)NC(=O)c1ccccc1 | -16
CN1C=CC2=C(C#N)C(N)C(C#N)(C#N)C(c3ccccc3)C2C1 (configuration not stated) | -31
CC[C@@H]1C(c2cccc(Cl)c2)=NN(c2ccc(Br)cc2)[C@H]1C(=O)N1CCOC1=O | 0
CC1CCC(=C(C#N)c2nc(-c3cc4ccccc4oc3=O)cs2)CC1 (configuration not stated) | -7
CCS(=O)(=O)N1CCCC(C(=O)NCc2cccc(OC)c2)C1 (configuration not stated) | -9
O=C(CNC(=O)c1ccco1)NCC(=O)OCc1cccc(C(=O)Oc2ccccc2)c1 | -9
O=C(CCC(=O)c1cccs1)NCc1ccccc1 | -8
CC1CCCN(C(=O)C2CCN(CC(C)c3ccccc3)CC2)C1 (configuration not stated) | 4
CCCn1c(SCC(=O)c2ccc3c(c2)OCCO3)nnc1-c1ccco1 | 8
COc1ccc(NC(=S)Nc2ccc3nc(C)c(C)nc3c2)cc1 | 7
COc1ccc(NC(=O)C(c2ccc(C)cc2)N(C)C(=O)c2cnccn2)cc1 (configuration not stated) | -24
COc1cccc(OC)c1OCCOCCn1cnc2ccccc2c1=O | -3
Clc1ccc(OCc2nn3c(-c4ccco4)nnc3s2)cc1 | -12
O=C(NCC1CCCO1)C1CCN(S(=O)(=O)c2cccc3nonc23)CC1 (configuration not stated) | -8
CN(C)CCCn1c(NC(=O)C2CCCCC2)nc2ccccc21 | -9
COc1ccc(C2=NOC(C(=O)Nc3ccc(C)cc3)C2)cc1OC (configuration not stated) | -5
Cc1ccc(NS(=O)(=O)c2ccccc2)c2c1CC(C)(C)O2 | 10
Cc1ccc(CC2S/C(=C(/C#N)C(=O)NCc3ccco3)N(c3ccccc3)C2=O)cc1 (configuration not stated) | 0
CN(C1CCS(=O)(=O)C1)S(=O)(=O)c1cccc2nsnc12 (configuration not stated) | 4
Cc1cc(C)nc(SCC(=O)N2CCCCC2)n1 | -1
Cc1c(NC(=O)CN2C(=O)C3C4C=CC(C4)C3C2=O)c(=O)n(-c2ccccc2)n1C (configuration not stated) | 5
O=C1NC2(CCCCC2)Oc2ccccc21 | 5

Part of the list above in order of formula weight, high to low:
SMILES | RAD54 branch
COc1cc(NC(=O)c2ccco2)c(C(=O)OCC(=O)Nc2ncc(Cl)cc2Cl)cc1OC | -4
COC(=O)C1C(O)=C(C=NCC(C)N=CC2=C(O)C(C(=O)OC)C(C)(C)CC2=O)C(=O)CC1(C)C (configuration not stated) | -9
COc1cc2[nH]c(=O)n(CCCCCC(=O)NCCc3c[nH]c4ccccc34)c(=O)c2cc1OC | -1
Cc1cc(NC(=O)CSc2cn(CCNC(=O)c3ccc(F)cc3)c3ccccc23)no1 | 7
O=C(Nc1ccc2c(c1)OCCO2)C1CCN(S(=O)(=O)Cc2ccccc2)CC1 | 1
CCCn1c(SCC(=O)c2ccc3c(c2)OCCO3)nnc1-c1ccco1 | 8
COc1ccc(Oc2ncnc3c2oc2ccc(Br)cc23)cc1 | 3
CC1CCC(=C(C#N)c2nc(-c3cc4ccccc4oc3=O)cs2)CC1 (configuration not stated) | -7
CN(C1CCS(=O)(=O)C1)S(=O)(=O)c1cccc2nsnc12 (configuration not stated) | 4
COc1ccc(S(=O)(=O)Nc2cccc(SC)c2)cc1OC | -23
Cc1cc[n+](CC(=O)Nc2cc(C(F)(F)F)ccc2Cl)cc1 | -2
O=S(=O)(c1ccc(F)cc1)N1CCC(N2CCCC2)CC1 | 3
O=C(Cc1ccccc1)N/N=C/C=C/c1cccc([N+](=O)[O-])c1 | -1
CN1C(=O)NC(NC(=O)c2cccs2)(C(F)(F)F)C1=O (configuration not stated) | -5
CC(Sc1nnc(C(F)(F)F)n1C)C(=O)NC(N)=O (configuration not stated) | -10
CCOC(=O)CC(=O)CSc1[nH]c(=O)cc(C)c1C#N | -8
COC(=O)C1=CN(C)C=C(C(=O)OC)C1c1ccsc1 | 0
O=C(O)c1cccc(Cn2cc(Br)cn2)c1 | 3
OC(c1ccccc1)c1nccn1Cc1ccccc1 (configuration not stated) | 12
S=c1nccc(-c2cc(Cl)sc2Cl)[nH]1 | -8
Cn1nnc(NC(=O)c2ccc3ccccc3c2)n1 | 5
COc1cccc(NC(=O)c2cnsn2)c1 | 9

Bioassay records: PubChem, Broad Institute

A portion of the library; rates above refer to the full screens.
